HIF-2a block = HIF-2a reporter inhibitors, primary screen, luminescence, 786-0 RCC cells | inhibition, % at 18.8 µM | 360,000 compounds, 0.72% hits | 786-0 RCC cells HIF-2a reporter, luciferase luminescence, overnight;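 active = inhibition of the luminescence signal of 40% or more relative to plate controls, in a single-dose primary screen at 18.75 µM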
TWEAK Fn14 block = inhibitors of TWEAK-Fn14 signaling, primary screen, luciferase reporter cells, uHTS. TWEAK-stimulated Fn14 reporter cells, luciferase luminescence, 8 h. 360,000 compounds, 2% hits. AID 1159606, 2016. inhibition, % at 10 µM; in the data active = inhibition above about 50%
Peg3 promoter = Peg3 promoter-driven luciferase inhibitors, primary screen, cell-based, HeLa, luciferase luminescence; HeLa PEG-Prom luciferase reporter, overnight; inhibition, % at 20 µM; 360,000 compounds, 1.7% hits; AID 588405, 2011;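 active = inhibition of at least 50% at 20 µM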
KKLEB cytotox = cytotoxicity in KKLEB CF airway cells, primary screen, cytotoxicity control for CF NF-kB inhibitor project, cell-based, uHTS, fluorescence assay plates | KKLEB CF airway cells viability, ATPlite luminescence, overnight; hits give low values; cells stimulated with P. aeruginosa culture filtrate | activity change (cytotoxicity), % at 5 µM | 360,000 compounds, 0.36% hits | AID 602141, 2011;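 active = corrected activity change at or below -50% at 5 µM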
CF NFkB block = inhibitors of PAF-induced NF-kB signaling, primary screen, cell-based, GFP fluorescence, uHTS; KKLEB NF-kB-GFP reporter, GFP fluorescence overnight; inhibition, % at 5 µM; 360,000 compounds, 0.86% hits;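 active = at least 50% inhibition at 5 µM, scaled per plate between neutral and stimulator controls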;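 also: PAF is a Pseudomonas aeruginosa culture filtrate used as stimulus; plate controls were PAF-stimulated DMSO wells for no effect and unstimulated DMSO wells for full effect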
Shn3 3UTR inh = reduction of Shn3 3'UTR firefly luciferase signal, primary screen, Schnurri-3 inhibitor project, cell-based, Clone20 osteoblasts, set 2. Clone20 osteoblast Shn3 3'UTR firefly luciferase, 24 h. inhibition, % at 12.5 µM. AID 588674, 2011. 360,000 compounds, 0.52% hits;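 active = mean inhibition of at least 75% with every replicate also reaching 75%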;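 also: 0% = median of neutral control wells and 100% = pilot-screen positive control compound; some compounds past the cut are filed as inactive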
TROY signal inh = inhibitors of TROY-driven NF-kB signaling, primary screen, Q293 LMP1-TROYcd cells, NF-kB luciferase, uHTS. inhibition, % at 10 µM. Q293 LMP1-TROYcd NF-kB luciferase reporter, 4 h. 360,000 compounds, 0.98% hits. AID 1347056, 2019;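 active = compounds whose plate-normalised and pattern-corrected inhibition of the luciferase reporter signal at the single screening dose is 50% or more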
NR2E3 ag-1 = NR2E3 agonists in two-hybrid cells, primary screen, cell-based, luminescence, CHO-S, Gal4-NCOR/VP16-NR2E3; Photoreceptor-specific nuclear receptor (Homo sapiens), Q9Y5X4; luciferase; inhibition of corepressor binding, % at 3.98 µM; 360,000 compounds, 0.35% hits; AID 602229, 2012;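 active = inhibition above the mean of all tested compounds plus 3 SD, cut at about 70% in these data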;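 also: 0% = DMSO with NR2E3 transfected cells and 100% = cells lacking NR2E3 construct; higher means lower luciferase signal from less NR2E3 corepressor binding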
Target sequence (Q9Y5X4 whole entry, looked up, the tested form may be a part): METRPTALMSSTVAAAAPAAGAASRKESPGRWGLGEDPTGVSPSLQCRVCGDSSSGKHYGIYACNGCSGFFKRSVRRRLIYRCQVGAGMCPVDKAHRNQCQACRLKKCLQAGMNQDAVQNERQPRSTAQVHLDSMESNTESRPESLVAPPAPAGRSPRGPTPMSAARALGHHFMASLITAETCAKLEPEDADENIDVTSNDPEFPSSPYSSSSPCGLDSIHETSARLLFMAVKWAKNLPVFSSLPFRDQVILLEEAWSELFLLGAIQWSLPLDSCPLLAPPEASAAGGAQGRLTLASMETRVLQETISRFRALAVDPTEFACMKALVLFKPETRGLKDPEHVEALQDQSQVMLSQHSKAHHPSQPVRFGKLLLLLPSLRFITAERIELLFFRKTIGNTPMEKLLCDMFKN
TRPM1 prom inh = inhibitors of MITF-dependent TRPM1 promoter reporter, primary screen, cell-based, SK-MEL-5, single point, luciferase | SK-MEL-5 TRPM1 promoter luciferase, 24 h | inhibition, % at 12.5 µM | 330,000 compounds, 0.83% hits | AID 488899, 2010;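 active = mean inhibition across replicates of 60% or more, whatever share of single replicates reaches that level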; also: values of inactives mirror those of a sister screen read the other way
C8 TRAIL sens = viability loss with TRAIL in NB7+C8 cells, primary screen, TRAIL sensitizer project, cell-based, ATPlite luminescence; inhibition (viability loss, TRAIL sensitization), % at 10 µM; 360,000 compounds, 1% hits; AID 624354, 2012;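 active = compounds causing at least 50% loss of cell viability in the single-dose screen, relative to plate controls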
NR2E3 ag-2 = inhibitors of NR2E3-RetCOR corepressor binding, primary screen, NR2E3 agonist project, biochemical, TR-FRET, GST-NR2E3, biotin-RetCOR; Photoreceptor-specific nuclear receptor (Homo sapiens), Q9Y5X4; 1536-well; 320,000 compounds, 0.12% hits; AID 2300, 2010; inhibition of corepressor binding, % at 4.78 µM;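 active = percent inhibition above the cutoff of mean plus 3 SD of all tested compounds, set per screening campaign, cut at about 20% in these data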;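 also: 0% = DMSO wells and 100% = biotin wells as full block of FRET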
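Test system – NR2E3–RetCOR corepressor complex · Quantity – NR2E3 fusion 1.35 nM · Buffer or medium – Tris pH 7.5 · Incubation – Compound–protein incubation for 5 h at 4 °C · Technique – TR-FRET, Eu(K)-anti-GST donor, streptavidin-D2 acceptor, ex 340, em 617/671 nm · Evaluation – percent inhibition of 671/617 nm emission ratio versus biotin and DMSO controls · Plate – 1536-well format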
* = called active by the depositor; . = not tested or not shown. Only part of the results is shown. The share of hits here may be higher or lower than overall.

compound	HIF-2a block	TWEAK Fn14 block	Peg3 promoter	KKLEB cytotox	CF NFkB block	Shn3 3UTR inh	TROY signal inh	NR2E3 ag-1	TRPM1 prom inh	C8 TRAIL sens	NR2E3 ag-2
O=C(c1cccc(Cl)c1)C1CCCN(Cc2ccon2)C1 (configuration not stated)	7	0	17	8	-2	5	1	6	-2	-4	2
c1ccc2c(CCNCc3ccc4c(c3)OCO4)c[nH]c2c1	19	10	-8	2	6	4	9	-49	5	-6	-1
O=C1CN=C(c2ccccc2Cl)c2cc(Br)ccc2N1	23	-12	28	0	-1	1	-4	-7	13	6	-2
CCOP(=O)(OCC)C(c1ccccc1)N(C)C=O (configuration not stated)	23	-2	10	11	13	6	-7	13	11	-4	4
CCOC(=O)[C@]12Cc3cc(OC)ccc3[C@H]1N(C1CCCCC1)C(=O)c1cc(OC)ccc12	88*	11	.	.	.	.	55*	-13	.	76*	.
CCOP(=O)(OCC)C1(O)C(=O)Nc2ccc(Br)cc21 (configuration not stated)	22	4	10	2	2	-29	2	9	17	8	0
CCN(CCNc1ccc([N+](=O)[O-])c2cccnc12)S(=O)(=O)c1ccccc1	12	-17	16	-5	16	-11	-6	-37	-10	1	0
CCCCn1c(O)c(C(C)=NCCN2CCOCC2)c(=O)[nH]c1=O	13	-4	4	-7	8	72	-4	-1	8	10	-6
CC[C@H]1CN(C)CCc2c([nH]c3ccccc23)C(=O)C[C@@H]1/C(=C\OC)C(=O)OC	10	-5	6	4	11	17	21	16	-5	-2	-1
Cc1cc(NC(=O)CCl)on1	4	8	20	1	-20	-12	-3	13	21	-8	3
O=C1NC(=O)C(=Cc2ccc(-c3ccc(Cl)cc3)o2)C(=O)N1	14	80*	102*	2	-3	83	56*	-15	68*	13	4
O=P1(NCc2ccco2)COc2ccccc2OC1	19	-10	1	0	-9	4	11	0	6	5	1
COC(=O)[C@@H]1C(OC(=O)c2ccccc2)CC2CCC1N2C (some centres not stated)	15	-14	-10	13	9	5	0	-9	0	-2	.
COCCNC(=S)N1Cc2ccccc2-n2nncc2C1	2	1	0	35	-16	4	-6	-19	.	25	.
COc1cccc2cc(-c3cc(=O)oc4ccc(OC(=O)N(C)C)cc34)oc12	-1	12	23	1	-26	-9	1	-32	4	9	1
COC(=O)C1=C(c2ccc(-c3ccccc3)c(F)c2)C[C@@H]2CC[C@H]1N2C(=O)NC1CC1	8	13	5	3	22	41	18	8	21	6	1
COC(=O)C1=C(c2ccc3ccccc3c2)C[C@@H]2CC[C@H]1N2C(=O)NC(C)C	8	-12	9	0	10	9	4	-6	-5	6	3
O=c1[nH]c(=S)n(-c2ccccc2)c(O)c1/C=N/N1CCCCC1c1cccnc1 (configuration not stated)	-29	-3	-19	-4	-1	-31	-30	-2	19	-7	-1
CC1(C)C[C@H]2C=C(C=O)[C@]3(C=O)C[C@]3(C)[C@H]2C1	23	84*	105*	-37	77*	97*	7	18	88*	41	3
CCC(=O)N1CC(=O)Nc2ccc(Cl)cc2C1c1ccc(F)cc1 (configuration not stated)	10	-24	8	13	-10	-33	-5	-3	2	-5	0
CN1CCC(O)(c2ccccc2)C(C(=O)c2ccccc2)C1 (configuration not stated)	0	-3	-7	-3	7	0	-4	-20	5	3	0
CCOC(=O)C(O)(c1ccc(NC(=O)NC2CCCCC2)cc1)C(F)(F)F (configuration not stated)	-137	-20	-70	-10	-4	-26	-39	-22	-49	-6	-2
O=c1[nH]c(=O)n(Cc2ccco2)c(O)c1C=NCc1ccc2c(c1)OCO2	20	14	3	-2	10	-1	6	-10	6	28	0
COc1ccc(NC(=O)N2C[C@@H]3C[C@@H](C2)c2cccc(=O)n2C3)c(OC)c1	8	-32	0	10	-12	-4	-1	11	10	4	-1
CC1=CC(=O)OC2CC3OC4C[C@@H](C)C5OC6CC7O[C@]8(C)C/C=C\C9OC%10CC%11OC(CC(C)C%12OCCO%12)CC(O)[C@]%11(C)OC%10CC9OC8C[C@]7(C)O[C@]6(C)CCC5OC4C[C@]3(C)OC12 (some centres not stated)	-5	11	-15	1	-1	26	-11	4	-6	20	.
OC12CCCCC1C(c1ccccc1)NCC2 (configuration not stated)	2	2	9	2	-2	-54	6	-23	7	-3	0
CC/C(=N\Nc1ccccc1)c1c(O)n(-c2ccccc2)c(=O)[nH]c1=O	13	0	13	0	4	-2	-15	28	3	10	3
COCCN1C(=O)/C(=C/c2c(OC)cc(OC)cc2OC)C(=O)N(c2ccccc2)C1=O	20	70*	7	6	-26	-8	13	4	8	3	1
Nc1ccc(Cl)cc1C(=O)c1ccccc1	16	9	17	-1	3	5	-7	-15	-9	-4	-4
COc1ccc(C(c2nnnn2-c2c(C)cccc2C)N2CCC(n3c(=O)[nH]c4ccccc43)CC2)cc1 (configuration not stated)	-4	10	59*	-12	60*	2	14	-11	.	1	.
O=C1C2CCCC1C(N1CCCCC1)CC2 (configuration not stated)	22	9	9	4	-4	4	-26	16	-9	-6	.
CC(C)Oc1cccnc1N(C)C1CCN(Cc2ccccc2)CC1	12	-26	1	-9	3	-9	4	-16	-5	6	.
COC(=O)C1=C(c2ccc(Cl)c(C(F)(F)F)c2)C[C@@H]2CC[C@H]1N2C(=O)NCCOc1ccc(OC)cc1	2	-6	14	-5	-2	39	-2	27	7	21	2
O=C1NC(=O)N(Cc2ccco2)C(=O)/C1=C\c1cccn1CCOc1ccc(Cl)cc1	-37	10	-34	4	-22	1	-27	-32	4	4	5
O=C(CN1CCCCC1)c1ccc(OC(F)F)cc1	3	2	6	3	10	-14	-32	13	-4	8	-1
C[C@@H]1CN([C@@H](C)CO)C(=O)CCCn2cc(nn2)CO[C@H]1CN(C)C(=O)Oc1ccc2ccccc2c1	0	-2	-6	-13	10	-2	-20	-20	.	-1	.
Cc1ccc(-c2nc3ccccc3c(=O)n2-n2cccc2)cc1	17	-3	7	3	-9	-3	5	8	-15	6	-1
CSc1ncc(CN2CCCC(C(=O)c3cccc(Cl)c3)C2)cn1 (configuration not stated)	13	-9	14	10	-7	-15	10	17	15	3	7
NNc1n[nH]c(=S)n1N	3	-3	0	4	2	.	8	-44	-6	17	0
Cc1ccsc1C(=O)C1CCCN(Cc2ccc(-n3cccn3)cc2)C1 (configuration not stated)	-1	-8	19	-24	10	4	32	-8	-3	14	0
CCCC[C@@H](C)C[C@@H](C)C(=O)N(C)[C@@H](CC(C)C)C(=O)N[C@H](C(=O)N(C)[C@H](C(=O)N1C[C@@H](O)C[C@H]1C(=O)N1C(=O)C=C[C@@H]1C)C(C)C)C(C)OC(C)=O (some centres not stated)	53*	51*	92*	-88*	84*	85	-22	82*	100*	89*	.
CN1CCN(c2ccc(N)c(N3CCN(C)CC3)c2)CC1	7	2	-10	12	-3	0	5	7	0	15	-1
Cc1cc(OCC(=O)NC2CCS(=O)(=O)C2)c2c3c(c(=O)oc2c1)CCC3 (configuration not stated)	10	0	7	-2	-28	-2	9	-6	9	27	1
CC[n+]1c(/C=C/N(C)c2ccccc2)sc2ccc(Cl)cc21	0	27	35	-45	27	92*	-2	-24	67*	24	5
CC(C)CC(NC(=O)CCCNC(=O)CCC(=O)OC1O[C@H]2OC3(C)CC[C@H]4[C@H](C)CCC(C1C)C24OO3)C(=O)O (some centres not stated)	-3	40	31	-9	34	83	-7	94*	45	34	-3
COc1ccc(OCC(=O)N2CCN(C(C)C)CC2)cc1	1	18	4	1	5	-3	12	9	8	4	-1
CCN1CCN(C(=O)COc2ccc(S(=O)(=O)N(C)Cc3ccccc3)cc2)CC1	-4	-1	0	9	1	2	-5	19	3	-5	5
COc1ccccc1N1CCN(Cc2ccc(Br)s2)CC1	13	7	15	6	-17	8	10	-7	1	8	2
CC(=O)N1CCN(c2ccc([N+](=O)[O-])cc2C=C2C(=O)NC(=O)NC2=O)CC1	13	-15	-6	-6	9	-15	2	-17	-5	0	-2
COC(=O)C1=Nc2ccccc2/C1=C\c1c(O)n(-c2cc(OC)ccc2OC)c(=O)[nH]c1=O	20	60*	15	-2	30	15	11	17	13	-3	1
CCCCOC(=O)c1ccc(NC(=O)c2c(O)[nH]c(=O)[nH]c2=O)cc1	10	0	2	-4	14	1	-13	17	-1	-20	3
COc1cccc2c1O[C@H]1C(=O)CC[C@H]3CN(C)CCC231 (some centres not stated)	9	-1	-3	-18	23	89*	-8	-6	-14	-4	-2
Cc1ccc2ccccc2c1NC(=O)CNC1CCCCC1	12	-4	-8	-2	-2	-15	0	-19	-1	-5	-1
Cc1ccc(NC(=S)NCCc2cnc[nH]2)cc1C	5	14	8	6	-14	-14	4	-7	0	-8	3
COP(=O)(OC)C(NC(C)=O)C(Cl)(Cl)Cl (configuration not stated)	14	-5	-6	-3	13	-4	-3	2	-25	-2	1
Nc1ccc([N+](=O)[O-])cc1	-8	-3	-4	3	-10	11	0	-5	8	0	3
CC(N)C(=O)NC1C2C(=C(O)CC(O)C2O)C(=O)OC1(C)C(Cl)Cl (configuration not stated)	45*	96*	96*	-31	87*	96*	78*	98*	66*	35	.
COc1cc2c(cc1/C=C/[N+](=O)[O-])OCO2	71*	64*	110*	-3	26	71	62*	-23	79*	20	.
O=C(N/N=C/c1c(O)n(C2CC2)c(=S)[nH]c1=O)c1ccccc1	-5	-2	-2	-13	-1	-16	-31	-121	3	-4	-4
CCc1ccc(-n2c(O)c(/C=N/N3CCCCC3c3cccnc3)c(=O)[nH]c2=O)cc1 (configuration not stated)	12	6	0	1	-17	-2	-37	22	4	-10	-5

Screening results (PubChem)
